RAD54 branch: inhibitors of human RAD54 branch migration, primary screen, biochemical, fluorescence, single point. DNA repair and recombination protein RAD54-like (Homo sapiens), Q92698. RAD54 Holliday junction branch migration, FAM/BHQ fluorescence. inhibition, % at 10.4 µM. actives 0.14% (n = 360,000);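 active = mean normalized replicate activity at least 40 and at least half of replicates scoring 40 or more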;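 note: 0% = median of neutral control wells and 100% = median of positive control wells; inhibitors cause a drop in the FAM fluorescence signal; in these data hits start at about 50%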
XiGFP reactiv: activators of inactive X chromosome reactivation, primary screen, imaging, XiGFP fibroblasts, GFP high-content imaging, set 2; activation, % at 7.58 µM; XiGFP mouse fibroblasts, % GFP-positive cells imaging, 3 d; cells co-treated with 5-aza-dC sensitizer; scaled so ellipticine positive control = 100%; AID 743238, 2013; actives 0.055% (n = 360,000);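 active = mean normalized replicate activation at least 10% and every replicate at or above 10%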;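 note: 0% = median of on-plate neutral control wells and 100% = ellipticine 6 µM median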
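System: 68-5-11 XiGFP fibroblast line | Buffer or medium: DMEM containing 5-aza-dC | Compound: Single point | Times: Compounds 3 days, fix/stain 15 min at room temperature | Benchmarks: Positive control ellipticine, 6 µM final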
E-sel inducer: E-selectin induction in HUVECs, primary screen, imaging, HUVEC, immunofluorescence imaging, single point. activation, % at 7.58 µM. normalized: neutral wells 0, TNF-alpha wells 100. actives 0.37% (n = 260,000). AID 686992, 2013;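 active = mean E-selectin-positive cell signal at least 10% of the positive control, reached in at least 60% of replicates, without over 20% cell loss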;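 note: in these data hits start at about 27%; measured in HUVEC primary endothelial cells; signal is the percent of cells scored E-selectin positive by PE staining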
Target sequence (P16581 whole entry, looked up): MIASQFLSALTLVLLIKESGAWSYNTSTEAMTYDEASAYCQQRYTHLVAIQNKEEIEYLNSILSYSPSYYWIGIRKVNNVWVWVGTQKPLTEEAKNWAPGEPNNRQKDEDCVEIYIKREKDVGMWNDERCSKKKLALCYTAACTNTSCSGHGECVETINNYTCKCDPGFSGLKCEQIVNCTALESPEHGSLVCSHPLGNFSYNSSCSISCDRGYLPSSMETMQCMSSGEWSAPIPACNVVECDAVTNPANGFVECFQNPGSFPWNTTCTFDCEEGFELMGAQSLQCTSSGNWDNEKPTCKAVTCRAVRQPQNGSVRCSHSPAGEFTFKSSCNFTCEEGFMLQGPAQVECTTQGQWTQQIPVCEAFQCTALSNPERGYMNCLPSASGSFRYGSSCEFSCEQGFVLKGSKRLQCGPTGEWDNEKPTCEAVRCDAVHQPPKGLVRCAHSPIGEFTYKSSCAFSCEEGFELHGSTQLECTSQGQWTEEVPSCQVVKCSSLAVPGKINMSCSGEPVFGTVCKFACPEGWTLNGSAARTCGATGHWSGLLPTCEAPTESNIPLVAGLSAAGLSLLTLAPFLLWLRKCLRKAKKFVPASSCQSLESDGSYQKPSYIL
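System: HUVEC, human umbilical vein endothelial cells; quantity: 3,000 cells/well; buffer or medium: EGM-2 medium, gelatin-coated wells; dosing: single-point compound dose; detection: immunofluorescence imaging; evaluation: % PE-positive cells; benchmarks: TNF-alpha, DMSO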
S100A4 MyoIIA: inhibitors of S100A4-myosin IIA peptide binding, primary screen, biochemical, fluorescence polarization, TAMRA-MyoIIA peptide; actives 0.14% (n = 360,000); inhibition, % at 10.7 µM;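 active = mean inhibition of at least 70% across replicates, with every replicate also reaching that level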
Target sequence (P26447 whole entry, looked up): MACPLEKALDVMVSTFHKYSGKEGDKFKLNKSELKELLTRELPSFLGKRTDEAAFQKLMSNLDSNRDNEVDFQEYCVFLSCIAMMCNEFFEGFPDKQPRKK
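Material: human S100A4 monomer with TAMRA-labelled myosin IIA peptide; buffer or medium: HEPES pH 7.2 with CaCl2, KCl, NaCl, DTT, Triton; compound dosing: one concentration per compound; schedule: 5 min incubation before reading; benchmarks: neutral control DMSO, positive control TFP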
RAD52 anneal inh: RAD52 DNA annealing inhibitors, primary screen, biochemical, FRET, single point, set 2; AID 651710, 2012; DNA repair protein RAD52 homolog (Homo sapiens), P43351; actives 0.46% (n = 360,000); inhibition, % at 18.7 µM; recombinant RAD52 DNA annealing, FRET fluorescence;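 active = every replicate showing at least 50% inhibition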
ERAP1 inh: human ERAP1 aminopeptidase inhibitors, primary screen, biochemical, single point, plate reader; Endoplasmic reticulum aminopeptidase 1 (Homo sapiens), Q9NZ08; recombinant ERAP1, Leu-AMC fluorescence, 60 min; inhibition, % at 10.7 µM; actives 0.15% (n = 340,000);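 active = mean replicate inhibition of at least 30%, or all replicates individually reaching that 30% level; inactive = mean below 30% and not every replicate reaching it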;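 note: 0% = neutral control wells and 100% = L-leucinethiol positive control wells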
ERp5 inh: inhibitors of ERp5-driven insulin aggregation, primary screen, biochemical, turbidity, absorbance 650 nm, single point | AID 651711, 2012 | actives 0.05% (n = 350,000) | Protein disulfide-isomerase A6 (Homo sapiens), Q15084 | 90 min | inhibition, % at 9.99 µM;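 active = mean replicate inhibition above about 25%, with every replicate also reaching it, limit read from the data, passing the limit was not always enough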
esBAF inh: Bmi1 luciferase reporter increase in mESCs, primary screen, esBAF inhibitor project, mouse ES cells, Bmi1 luciferase knock-in, single point | 24 h; 100% = twice the neutral-well signal | reporter increase, % at 12.5 µM | actives 2% (n = 350,000); in the data active = activation above about 40%;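 note: 0% = median of the plate's neutral control wells and 100% = double that signal; a rise in the Bmi1 reporter signal indicates esBAF inhibition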
* marks the source's active call; other numbers are inactive results; . = no result given.

SMILES | RAD54 branch | XiGFP reactiv | E-sel inducer | S100A4 MyoIIA | RAD52 anneal inh | ERAP1 inh | ERp5 inh | esBAF inh
Cc1cc(CNC(=S)Nc2ccc(Br)cc2Cl)nn1C | . | 0.0 | . | -3 | -3 | 1 | -8 | .
CCOC(=O)c1cnc2ccccc2c1Nc1cc(C(=O)O)ccc1C | . | 0.2 | . | -2 | -27 | 1 | -10 | 0
CCSc1ccccc1C(=O)Nc1ccc2c(c1)OCO2 | . | 0.1 | . | 0 | -18 | 5 | 8 | .
C[C@@H]1CN([C@@H](C)CO)C(=O)c2cc(C#CCN(C)C)cnc2O[C@@H]1CN(C)S(=O)(=O)c1ccccc1 | 6 | -0.9 | 0.3 | 5 | 0 | -4 | 0 | -1
Cc1noc(C)c1NC(=O)N(C)C[C@H]1Oc2ccc(NC(=O)Nc3ccc(C(F)(F)F)cc3)cc2CC(=O)N([C@@H](C)CO)C[C@@H]1C | 0 | -0.1 | 5.9 | -6 | 12 | -6 | -13 | 6
COc1ccc2c(c1)C1CC(C)(NC(=O)C1S(=O)(=O)c1ccc(F)cc1)O2 (stereo unspecified) | . | 0.5 | . | 7 | -6 | -1 | 2 | .
Cc1cc(=O)oc2cc(OCC(=O)Nc3nnc(C4CC4)s3)ccc12 | 7 | 0.0 | 5.1 | 1 | -5 | -1 | -4 | .
Cc1ccccc1Nc1ncnc2c1cnn2-c1ccccc1 | 7 | 0.1 | -0.1 | -5 | -11 | -2 | -3 | -21
Cc1noc(C)c1S(=O)(=O)Nc1cccc2c1O[C@H](CN(C)S(=O)(=O)c1ccc(Cl)cc1)[C@H](C)CN([C@@H](C)CO)C2=O | 5 | -0.4 | 6.0 | -26 | -32 | 0 | -1 | -4
CC(NC(=O)Nc1ccccc1)C(c1cccs1)N1CCN(c2ccccc2)CC1 (stereo unspecified) | -2 | 0.1 | . | -2 | -16 | 4 | 5 | -1
Cc1cccnc1NC(=O)CCNS(=O)(=O)c1ccc2c(c1)c(=O)n(C)c(=O)n2C | . | 0.4 | 2.4 | -5 | -20 | 1 | -4 | .
CCCCn1c(N)c(N(CCOC)C(=O)CSCc2c(C)noc2C)c(=O)[nH]c1=O | -6 | 0.2 | -0.5 | -6 | -26 | -2 | 3 | .
Cc1c(Nc2nc3ccccc3n3cnnc23)cccc1[N+](=O)[O-] | -8 | 0.0 | 0.1 | -3 | -4 | -2 | 6 | -7
CCOC(=O)C1CCCN(CC(=O)Nc2ccc(C(=O)Nc3ccccc3OC)cc2)C1 (stereo unspecified) | -7 | 0.1 | . | 10 | -3 | 0 | -4 | -3
O=S(=O)(c1ccccc1)N1CCCCN2[C@@H](CO)[C@H](c3ccc(-c4ccccc4)cc3)[C@@H]2C1 | 4 | 0.2 | -0.4 | 0 | -4 | 2 | 7 | -7
COc1cc(C(=O)Nc2c(C(=O)O)[nH]c3ccc(Br)cc23)cc(OC)c1OC | -9 | 0.2 | . | 1 | -8 | 0 | -1 | -6
O=C1CCCN1C1CCN(Cc2ccccc2)S(=O)(=O)N1 (stereo unspecified) | . | 0.0 | -0.1 | 2 | -6 | 1 | 7 | .
COCc1cn(CC[C@@H]2CC[C@H](NC(=O)Nc3ccccc3)[C@H](CO)O2)nn1 | -6 | 3.4 | -0.3 | -2 | -7 | -6 | -2 | -4
O=C(C1CC1)N1CC[C@@H]2[C@H](CO)Nc3ccc(Br)cc3[C@@H]21 | -6 | 0.5 | -0.2 | -4 | -9 | 0 | 8 | 58*
COc1ccc2cc(C#CC3=CC(=O)C[C@H](c4ccc(F)cc4)C3)ccc2c1 | . | 0.1 | 1.5 | 0 | -14 | 3 | 0 | 0
O=C(CN1CCSCC1)N/N=C/c1cccc(Cl)c1 | . | 0.0 | 0.2 | -10 | -10 | 2 | 4 | .
O=C(C[C@@H]1CC[C@@H](NC(=O)C2CCC2)[C@@H](CO)O1)NCc1ccccc1Cl | -4 | -0.1 | -2.0 | -6 | 3 | 1 | 2 | -2
CCC(=O)N(C)C[C@H]1Oc2cc(-c3cccc(F)c3)ccc2S(=O)(=O)N([C@H](C)CO)C[C@H]1C | 0 | 0.4 | -0.2 | 5 | 5 | 0 | -1 | -2
CO[C@H]1CN(C)C(=O)c2cc(C#N)ccc2OCC[C@H]2CC[C@@H](OC)[C@@H](CN(C)C(=O)[C@H]1C)O2 | 8 | 0.0 | 0.0 | . | . | . | . | -3
COc1ccc(NC(=O)Nc2ccc(CC(=O)O)cc2)cc1 | . | 0.0 | 0.6 | 1 | -19 | -13 | -3 | -3
O=C(O)COCC(=O)N1CCCN(c2nccc(C(F)(F)F)n2)CC1 | -4 | . | . | 0 | -2 | 1 | -3 | -6
COC(=O)c1ccc2nc(-c3cccc(N)c3)cn2c1 | -5 | 0.0 | 0.3 | -13 | -25 | -4 | 6 | -58
O=C(Nc1ccccc1Cl)C1C2CCCCC21 (stereo unspecified) | -5 | 0.0 | . | 3 | -6 | 0 | 2 | 30
COc1ccc(CNC(=O)CN(C(=O)CCC(=O)Nc2nccs2)c2cccc(C)c2)cc1 | 7 | 0.1 | 0.1 | -7 | -5 | -3 | 0 | 1
Cc1cc(C)n2nc(C(=O)N/N=C/c3ccc(O)cc3)nc2n1 | -4 | 0.1 | . | 4 | -17 | 11 | 2 | -6
Cc1onc(-c2ccccc2)c1C(=O)OCCOc1cccc(Cl)c1 | -5 | 0.2 | 2.4 | 0 | -2 | -3 | 4 | 3
COc1cccc(C(=O)Nc2c(F)cccc2F)c1 | 0 | 0.0 | . | -5 | 7 | -3 | -3 | 2
COc1ccc(C(O)P(=O)(OC(C)C)OC(C)C)c(OC)c1 (stereo unspecified) | . | 0.1 | . | 3 | 5 | 3 | 1 | .
Cc1cc2c(cc1S(=O)(=O)Nc1c(C)cccc1C)n(C)c(=O)c(=O)n2C | -11 | 0.1 | . | 4 | -5 | -3 | 10 | 3
COCCN1C(=O)c2oc3ccccc3c(=O)c2C1c1cccc(O)c1 (stereo unspecified) | -5 | 0.2 | -0.1 | -1 | 5 | . | 1 | -1
Cc1nc2nc(SCC(=O)O)nn2c(C)c1Cc1c(F)cccc1Cl | . | 0.0 | . | 29 | 8 | 1 | 0 | .
Cc1cccc(C(O)c2ncc(-c3ccccc3F)[nH]2)c1C (stereo unspecified) | 6 | -0.1 | 0.2 | 1 | -29 | 2 | -2 | 2
Cc1ccc(Cc2c(-c3ccc(Br)cc3)nc3ccc(Cl)cn23)cc1 | -6 | 0.1 | 3.7 | 0 | -58 | . | -3 | 23
CC(C)n1nccc1NS(=O)(=O)c1ccccc1 | 1 | -0.1 | . | 2 | -1 | 1 | -11 | -6
O=C(OC1CC2CC1[C@H]1CCCCN1C2=O)N1CCCCC1 (stereo partly specified) | . | -0.1 | 2.0 | -1 | -9 | -2 | 14 | .
Cc1ccc(S(=O)(=O)N(C)C[C@H]2Oc3ccc(NS(=O)(=O)c4cccs4)cc3C(=O)N([C@@H](C)CO)C[C@@H]2C)cc1 | -2 | -0.1 | 0.6 | 7 | -1 | 0 | 3 | -6
CC(C)(C)NC(=O)C(OC(=O)c1ccco1)c1ccc(Cl)cc1 (stereo unspecified) | 7 | 0.2 | . | -16 | -4 | 3 | 7 | -1
NC(=O)C1CCN(CC(=O)Nc2ccc3c(c2)OCCO3)CC1 | -2 | 0.0 | -0.3 | -4 | -6 | 1 | -5 | 4
CC1(C)CC2CC(C)(CN2/C=C2/CCCCC2=O)C1 (stereo unspecified) | -20 | 0.0 | 0.0 | -2 | -30 | 0 | 7 | .
Cc1cccc(C)c1N1C(=O)CC(Sc2ccccc2N)C1=O (stereo unspecified) | 4 | -0.1 | 0.3 | 3 | -11 | -1 | 10 | .
S=c1[nH]nc(NCCc2ccccc2)s1 | 1 | 0.4 | . | 0 | -14 | 0 | 3 | 5
CC(C)(C)c1cc(CCC(=O)NNC(=O)c2ccco2)cc(C(C)(C)C)c1O | . | 0.0 | . | -1 | -6 | 2 | -6 | .
Cc1noc(C)c1S(=O)(=O)N(C)C[C@@H]1Oc2ccc(NC(=O)Nc3ccc4c(c3)OCO4)cc2CC(=O)N([C@@H](C)CO)C[C@@H]1C | 2 | 0.0 | -1.9 | 1 | -5 | 1 | 4 | 1
COC(=O)Cc1n[nH]c(=O)c2ccccc12 | -1 | . | . | 5 | -22 | 1 | 5 | 0
COc1ccc(C(O)C(CC(=O)NCCCOC(C)C)C(=O)NCCCOC(C)C)cc1OC (stereo unspecified) | . | 1.7 | -0.5 | 0 | -17 | -4 | 6 | .
CCCCN(C(=O)c1[nH]c(C)c(C(=O)OCC)c1C)c1c(N)n(CCCC)c(=O)[nH]c1=O | . | 0.1 | . | -2 | -3 | 2 | 1 | .

High-throughput results deposited in PubChem BioAssay by Broad Institute.
